GLP-1R agonist: agonists of human GLP-1 receptor. HEK293 GLP-1R CRE-luciferase, luminescence, 4-6 h; cells express a hypersensitive GLP-1R form. actives 0.007% (n = 380,000). Potency, µM (titrated, usually from 45.6 µM), for the others: at the top dose activation, usual class: activators; also: potency is read from the fitted curve at half-maximal effect; % of control where 0% means no effect
D3 antag: D3 dopamine receptor (human) antagonism; P35462; D3R cells, DiscoveRx beta-arrestin luminescence, antagonist mode; hits give low values; max response, negative = inhibition, %; actives 2.5% (n = 360,000); in the data active = max response below about -50%; inconclusive = no clear call, values can overlap the other calls; also: % is scaled to controls: 0 for no effect and ±100 for the full control effect; mostly tested at two doses, the higher about 12 µM
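Cells plated overnight at 1500 cells/well, then exposed to library compounds with dopamine controls for 90 minutes at 37 degrees C. DiscoveRx reagent added for 30–60 minutes at room temperature; luminescence read, quantitative HTS format.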
HEK293 tox: cytotoxicity in counter-screen for GLP-1R inverse agonists | actives 0.13% (n = 410,000) | HEK293 cAMP-luciferase reporter cells, luminescence, 24 h | AID 624418 | Potency, µM (titrated, usually from 38.3 µM), for inactives: at the highest dose activity change, negative = inhibition, actives largely listed as inhibitors;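 also: loss of luciferase light is scored as toxicity; potency is read from the fitted curve at half-maximal effect; % is scaled to controls: 0 for no effect and ±100 for the full control effect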
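Seeding density was 200 cells/uL; after overnight-length (12 h) culture, 23 nL compounds went on for 24 h at 37 °C. Readout used a luciferase detection reagent, luminescence taken after 12 min at room temperature.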
PLK1 PBD inh: inhibitors of human PLK1 polo-box domain binding; P53350; actives 2.8% (n = 360,000); Plk1 PBD binding of FITC phosphopeptide, fluorescence polarization; Potency, µM, for the others: max response, negative = inhibition, hits mostly inhibitors; also: potency is read from the fitted curve at half-maximal effect; series mostly up to about 57 µM; % is scaled to controls: 0 for no effect and ±100 for the full control effect; nearly all actives have a fitted effect of over 65% in size
GLP-1R inv ag: inverse agonists of human GLP-1 receptor | P43220 | HEK293 GLP-1R CRE-luciferase, luminescence, 24 h; GLP-1R form is constitutively active | Potency, µM (titrated, usually from 38.3 µM), inactives show top-dose activity change, negative = inhibition, usual class: inhibitors | actives 1.6% (n = 410,000); also: potency is read from the fitted curve at half-maximal effect; % is scaled to controls: 0 for no effect and ±100 for the full control effect; nearly all actives have a fitted effect of over 55% in size
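Assay principle: reduced luminescence from a cAMP-responsive reporter in HEK293 cells co-expressing a constitutively active GLP-1R. Conditions: 24 hr compound incubation, 37 deg C, 5% CO2.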
PI5P4K alpha inh: blocks human PI5P4K alpha kinase activity; max response, %; actives 1.2% (n = 330,000); AID 652105; PI5P4Kalpha enzyme, ADP-Glo luminescence, 60 min; hits give low values; active = max response of -50% or lower; inconclusive = between -30% and -50%; inactive = -30% or higher; also: value at the top dose of about 77 µM; % is scaled to controls: 0 for no effect and ±100 for the full control effect
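Controls without substrate or without enzyme flank wells where PI5P4Kalpha converts substrate using 5 microM ATP (final). Incubation lasts 60 minutes at room temperature; ADP formed is read by ADP-Glo luminescence.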
WRN helicase inh: WRN helicase (human) inhibition; WRN helicase unwinding, fluorescent forked duplex, kinetic; Potency, µM (titrated, usually from 114 µM), inactives show at the top dose activity change, negative = inhibition, usual class: inhibitors; actives 0.46% (n = 360,000); also: potency is read from the fitted curve at half-maximal effect; % is scaled to controls: 0 for no effect and ±100 for the full control effect; nearly all actives have a fitted effect of over 55% in size
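WRN at 20 nM final preincubated with compound 15 min at room temperature; reaction started with 100 nM fluorophore/quencher forked duplex oligonucleotide and 2 mM ATP final. Unwinding followed kinetically by red fluorescence (ex 525, em 598 nm).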
IL-2 act: IL-2 activation | IL-2 activation reporter assay, cell-based qHTS; stimulated with anti-CD3/CD4/CD28 beads; in transgenic mouse T cells | activation, % (series mostly up to about 46 µM) | actives 0.065% (n = 360,000) | AID 652025; in the data active = activation above about 50%; inconclusive = mostly about 30% to 49%; also: 0% is about no effect
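Readout is EGFP and DsRed signal by fluorescent plate cytometry after 18 h at 37 degrees C. Transgenic mouse T cells (750/well) received compound for 60 min before bead stimulation (anti-CD3, anti-CD4, anti-CD28); memory T cells served as non-tolerant control.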
DRD3 agonist: D3 dopamine receptor (human) agonism. P35462. actives 0.58% (n = 410,000). max activation, %. D3R DiscoveRx beta-arrestin cells, luminescence, 90 min. AID 652048; in the data active = max activation above about 30%; also: 0% is about no effect; mostly tested at two doses, the higher about 12 µM
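Agonist mode: compounds and dopamine controls were applied to plated cells for 90 min at 37 degrees C after an overnight attachment at 1500 cells/well. Luminescent read-out followed 30 - 60 minutes at room temperature with DiscoveRx detection reagent.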
Numbers without * were called inactive; ? = inconclusive; . = not tested or not shown; & = joins results of further samples; [ ] = remark or other dose. Unless noted, calls follow the shape of the dose curve; as a rule, active = well fitted curve in the direction sought with a large enough effect; inconclusive = small, poorly fitted or top-dose-only effect, or another doubt; inactive = no such curve, though single readings can be large; an effect the other way counts as inactive or inconclusive.

no.	compound	IL-2 act	HEK293 tox	DRD3 agonist	PI5P4K alpha inh	PLK1 PBD inh
1	CC(C)(c1ccccc1)c1ccc(OCCCN2CCNCC2)cc1	-1.5	?	-5	-1	-1%
2	COC(=O)c1ccc(COc2ccccc2/C=N/NC(N)=O)o1	-0.9	?	14	3	-5%
3	COc1cccc(C(C(=O)NCc2ccco2)N(Cc2ccco2)C(=O)Cn2nnc3ccccc32)c1 (stereo not drawn)	0.3	-18%	-5	3	-12%
4	CC1CCCCC1NC(=O)Cn1cc([N+](=O)[O-])ccc1=O (stereo not drawn)	-0.3	5%	-5	-1	-9%
5	CC(C)C1C(=O)N(Cc2cn(CCC3OCCO3)nn2)CCS(=O)(=O)N1Cc1ccc(-c2ccc(F)cc2Cl)cc1 (stereo not drawn)	-0.8	-5%	8	5	0%
6	COC(=O)C1C(=O)CC(C)(O)C(C(=O)OC)C1c1ccc2c(c1)OCO2 (stereo not drawn)	-1.4	-10%	5	.	-3%
7	O=C(/C=C/c1ccccc1Cl)c1ccccc(=O)c1O	1.0	?	-19	-29	27µM*
8	COC(=O)c1ccc(OC)c(NS(=O)(=O)c2ccc(-n3cnnn3)cc2)c1	0.0	-3%	2	3	-3%
9	CC(C)COC(=O)c1ccccc1OC(=O)c1ccncc1	2.7	2%	2	0	2%
10	CC(C)(O)C#Cc1ccc(C(=O)N2CCN(c3ccc(Cl)cc3)CC2)cc1	0.2	16%	6	1	-2%
11	CCc1cccc(C)c1NC(=O)Nc1ccc2c(c1)OCO2	-4.6	10%	-14	-1	-8%
12	Cc1nc[nH]c(=O)c1Br	-2.9	-1%	9	-4	-7%

no.	D3 antag	WRN helicase inh	GLP-1R inv ag	GLP-1R agonist
1	-10	?	1.1µM*	12%
2	7	-7%	8%	10%
3	45	-4%	-25%	-1%
4	-23	-2%	2%	13%
5	4	-10%	?	5%
6	-13	-4%[57.1 µM]	2%	0%
7	-77*	-5%[11.6 µM]	?	-1%
8	2	0%	16%	11%
9	4	1%[57.1 µM]	-10%	1%
10	14	5%[57.1 µM]	?	4%
11	-21	-22%	-22%	3%
12	4	-4%	9%	1%

Following part
no.	compound	IL-2 act	HEK293 tox	DRD3 agonist	PI5P4K alpha inh	PLK1 PBD inh
13	Cc1ccc(OC(=O)C2CCN(C(=O)c3ccccc3C)CC2)c(Br)c1	0.2	13%	-7	3	-11%
14	Cc1cc(CN(C)C(=O)c2ccc3nc(Cc4ccccc4F)oc3c2)n[nH]1	-3.0	-15%	2	0	0%
15	O=C1C=C(c2ccc3c(c2)OCO3)C[C@@H](c2ccc(Cl)cc2)C1	-2.0	11%	-3	-4	-14%
16	CNC[C@@H]1Oc2ccc(NS(=O)(=O)c3ccc(OC)cc3)cc2CC(=O)N([C@H](C)CO)C[C@@H]1C	-1.8	?	6	7	-8%
17	COc1ccc(CCNC(=O)c2cc([N+](=O)[O-])cc([N+](=O)[O-])c2)cc1OC	-3.0	-6%	5	-4	6%
18	COc1ccc(OC)c(CCNC(=O)C2CCN(c3nnc(-n4cccc4)s3)CC2)c1	-1.9	-4%	2	2	-5%
19	Cc1ccc(-n2nc3ccc(NC(=O)/C=C/c4ccco4)cc3n2)cc1C	0.3	2%	-14	.	-18%
20	C[C@H](CO)N1C[C@H](C)[C@@H](CN(C)S(=O)(=O)c2cccs2)Oc2ccc(NC(=O)Nc3ccccc3)cc2C1=O	-0.6	-11%	4	-8	4%
21	CC(OC(=O)CC1Sc2ccccc2NC1=O)C(=O)N(C)Cc1ccccc1 (stereo not drawn)	-5.6	-8%	-1	-25	19µM*
22	C#CCOCCOCCOCCNc1nc(N2CCN(C(=O)CCCCCCCCCCNC(=O)Cn3cc(CCCCCN)nn3)CC2)nc(N2CCN(C(=O)CCCCCCCCCCNC(=O)Cn3cc(CCCCCN)nn3)CC2)n1	0.1	3%	10	-64*	-8%
23	CC(C)CCN(C(=O)c1cn2ccccc2n1)c1c(N)n(Cc2ccccc2)c(=O)[nH]c1=O	0.4	6%	-2	-1	1%
24	O=C(/C=N/O)NCc1cccnc1	-1.5	13%	5	.	-1%

no.	D3 antag	WRN helicase inh	GLP-1R inv ag	GLP-1R agonist
13	-2	5%	24%	16%
14	1	1%	21%	3%
15	?	-32%	-4%	-2%
16	-5	-8%	14%	15%
17	25	-5%	7%	10%
18	-15	-7%[57.1 µM]	5%	2%
19	-13	?	2%	-3%
20	0	-4%	12%	6%
21	4	-12%	?	21%
22	15	79µM*	4%	9%
23	0	-5%	13%	9%
24	4	4%	2%	-1%

The list continues.
no.	compound	IL-2 act	HEK293 tox	DRD3 agonist	PI5P4K alpha inh	PLK1 PBD inh
25	CC(C)CCN1CCN(Cc2ccc(C#CCCO)cc2)CC1CCO (stereo not drawn)	1.6	8%	-12	2	-3%
26	CCNC(=O)CN(CCc1ccccc1)S(C)(=O)=O	3.0	-6%	2	-6	0%
27	Cc1ccc(C)c(OCC(=O)O/N=C(\N)c2ccccn2)c1	0.8	6%	-5	-3	-8%
28	O=C(Nc1cccc(-c2csc(-c3ccccc3)n2)c1)c1cccs1	-2.7	-4%	9	.	2%
29	COc1ccc(C(=O)N2CC3(C)CC2CC(C)(C)C3)cc1OC (stereo not drawn)	-1.5	8%	-5	3	?
30	O=C(Cn1cncn1)N/N=C/c1cccc(Cl)c1	-2.6	-7%	0	3	5%
31	COc1cc(NC(=O)c2cc(-c3ccc4c(c3)OCO4)on2)cc(OC)c1OC	-1.9	-13%&-9%	10&-7	-3	1%
32	Cc1ccc(C)c(NC(=S)NCCCN2CCOCC2)c1	-0.4	-5%	-9	-7	-9%
33	C/C(=N\NC(=O)c1nn(C)c(C)c1Br)c1ccc(NC(=O)C2CCCC2)cc1	-1.2	-9%	6	-1	-1%
34	O=C(O)c1ccccc1NS(=O)(=O)c1cccc(C(F)(F)F)c1	1.8	4%	2	.	-6%
35	NC(=NCCc1c[nH]c2ccccc12)NS(=O)(=O)c1ccc(F)cc1	-0.6	3%	7	1	3%
36	COc1ccc2nc(Nc3sc4c(c3C(N)=O)CCCC4)sc2c1	2.5	-17%	-3	-70*	?

no.	D3 antag	WRN helicase inh	GLP-1R inv ag	GLP-1R agonist
25	-3	-2%	-17%	14%
26	42	9%	10%	-11%
27	?	9%	-4%	11%
28	13	-6%[11.6 µM]	?	1%
29	-8	-21%[57.1 µM]	?	5%
30	2	-1%	7%	-3%
31	7	-11%	-2%&-17%	13%
32	-18	4%	2%	2%
33	-4	2%	20%	3%
34	-7	-9%	0%	?
35	15	-18%[57.1 µM]	-24%	2%
36	-21	?	1%	2%

Numbers 34 through 36 of the list above:
no.	compound	IL-2 act	HEK293 tox	DRD3 agonist	PI5P4K alpha inh	PLK1 PBD inh
34	O=C(O)c1ccccc1NS(=O)(=O)c1cccc(C(F)(F)F)c1	1.8	4%	2	.	-6%
35	NC(=NCCc1c[nH]c2ccccc12)NS(=O)(=O)c1ccc(F)cc1	-0.6	3%	7	1	3%
36	COc1ccc2nc(Nc3sc4c(c3C(N)=O)CCCC4)sc2c1	2.5	-17%	-3	-70*	?

no.	D3 antag	WRN helicase inh	GLP-1R inv ag	GLP-1R agonist
34	-7	-9%	0%	?
35	15	-18%[57.1 µM]	-24%	2%
36	-21	?	1%	2%

New compounds follow.
no.	compound	IL-2 act	HEK293 tox	DRD3 agonist	PI5P4K alpha inh	PLK1 PBD inh
37	CCCCOc1ccc(C(=O)N/N=C/c2ccc(OCCN3CCCCC3)c(OC)c2)cc1	-0.7	?	-15	11	-9%
38	COc1ccc(N(CC(=O)Nc2ccc(F)c(F)c2)S(=O)(=O)c2c(C)n[nH]c2C)cc1	0.4	-2%	-5	-1	-9%
39	CC(=O)c1ccc(NC(=O)c2ccccc2-c2ccccc2C(=O)O)cc1	-3.1	-7%	-11	-9	-8%
40	COc1ccc(S(=O)(=O)n2c(N)nc3ccccc32)cc1	-0.8	-3%	-8	8	-12%
41	O=C(C(=O)N1CCc2ccccc2C1)c1c[nH]c2ccccc12	0.5	6%	3	11	?
42	COc1ccccc1OCCCN1CCC(C(O)(c2ccccc2)c2ccccc2)CC1	-0.3	-26%	-16	0	1%
43	Cc1cc(C(=O)Nc2cccc3ncccc23)no1	0.7	-5%	-7	-1	-10%
44	O=C(/C=C/c1ccc(S(=O)(=O)N2CCOCC2)cc1)NCCCn1ccnc1	1.4	-2%	1	0	4%
45	CC(NS(=O)(=O)c1ccc(CCC(=O)NCc2cccnc2)cc1)c1ccccc1 (stereo not drawn)	1.5	5%	-2	-2	-13%
46	COC(=O)CC1(C(=O)OC)Oc2ccc(Br)cc2C(=O)N1c1cc(Cl)c(Cl)cc1Cl (stereo not drawn)	-1.0	2%	-3	2	-15%
47	O=c1[nH]c(C2CCN(S(=O)(=O)c3ccc(C(F)(F)F)cc3)CC2)nc2c1nnn2Cc1cccc(F)c1	2.1	-1%	-10	2	-1%
48	COc1cccc(C(=O)NCc2nnc(SCC(=O)Nc3nccs3)n2-c2cccc(C)c2)c1	-2.9	-2%	-21	.	-1%
49	CS(=O)(=O)N1CCN(C(=O)C(Sc2ccccc2)c2ccccc2)CC1 (stereo not drawn)	-0.4	-2%	-6	.	?
50	O=C(CCNS(=O)(=O)c1ccc2c(c1)CCCC(=O)N2)NCc1ccccc1Cl	.	-1%	2	.	.

no.	D3 antag	WRN helicase inh	GLP-1R inv ag	GLP-1R agonist
37	-14	-2%[11.6 µM]	?	-2%
38	2	-3%	?	5%
39	-18	-3%	14%	16%
40	0	-6%	-12%	16%
41	18	-1%	-34%	-2%
42	-85*	-6%	?	-1%
43	?	-8%	13%	-2%
44	15	-4%	4%	-1%
45	-16	-5%	18%	1%
46	-18	-9%	7.1µM*	-5%
47	-11	-6%	3%	1%
48	25	-2%	3%	-7%
49	-23	15%	1%	-8%
50	.	.	-7%	-2%

Values in list order from the list.
Entries 37–43 in GLP-1R inv ag: ?, ?, 14%, -12%, -34%, ?, 13%
Entries 37–43 in PLK1 PBD inh: -9%, -9%, -8%, -12%, ?, 1%, -10%
Entries 37–43 in PI5P4K alpha inh: 11, -1, -9, 8, 11, 0, -1
